Assay outcomes (PubChem)
MgcRacGAP inhibition: MgcRacGAP GTPase-activating activity inhibitors, confirmation, biochemical, ADP Hunter fluorescence. MgcRacGAP-stimulated Rac1 GTP hydrolysis, ADP Hunter fluorescence; higher % means a stronger effect; GST-tagged Rac1 F28L mutant substrate. inhibition, % at 30 µM, or IC50 in µM where a hit was titrated. 0.6% of 340,000 active. AID 624330;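 active = first-screen hits whose inhibition reached a set limit at any dose in the follow-up dose series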;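 also: fluorescence reports GDP produced by GAP-driven GTP hydrolysis; strong numbers were not always called active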
Hep lipid drop: hepatic lipid droplet formation modulation. AML12 mouse hepatocytes, oleate lipid droplets, BODIPY imaging. inhibition, % at 6.5 µM. 0.4% of 240,000 active;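 active = lipid droplet intensity inhibited by at least 50%, with more than 500 cells counted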
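Assay system: AML12 hepatocytes (mouse) / Also added: 100 µM oleic acid challenge / Times: overnight treatment with compound plus oleate / Detection: high-content imaging of BODIPY-stained droplets and DAPI nuclei / Evaluation: % inhibition of lipid droplet signal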
T cell HTS: modulates CD8 T cell binding to vesicles | calls only at 7 µM | AID 2052 | 0.068% of 330,000 active | 2C CD8+ T cell-vesicle binding, flow cytometry; active compounds read low;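 active = response, share of CD8 T cells binding vesicles, and their 90th percentile fluorescence all below set limits, cut at about 80% in these data, passing the limit was not always enough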
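material = purified 2C TCR transgenic mouse naive CD8+ T cells | controls = Unloaded micro-vesicles (low), QL9 vesicles with 0.7% DMSO (high) | detection = cytometric PE anti-B7-1 and Alexa647 anti-CD8 signals after 1% paraformaldehyde fixation | incubation = binding step 1.5 h, 37 °C, antibody labelling 20 min, ice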
SV40 large T antigen: TAg ATPase/helicase activity blockers – biochemical (AID 1903). SV40 large T antigen ATPase/helicase inhibition assay; higher % means a stronger effect. inhibition, % at 20 µM; hits with a dose series show IC50 in µM. 0.39% of 310,000 active; in the data active = a potency from the dose series; also: strong numbers were not always called active
NTR1 ag: NTR1-driven beta-arrestin-GFP spot formation – imaging, U2OS cells, high content, primary screen (AID 493036). activation, % at 20 µM. 0.17% of 330,000 active. agonist mode. P30989;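 active = activation at or above 40% of the spot to cytoplasm intensity ratio, with at least 20 cells analyzed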;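 also: 0% = DMSO without peptide and 100% = 100 nM NTR1 peptide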
Target sequence (P30989 whole entry, looked up): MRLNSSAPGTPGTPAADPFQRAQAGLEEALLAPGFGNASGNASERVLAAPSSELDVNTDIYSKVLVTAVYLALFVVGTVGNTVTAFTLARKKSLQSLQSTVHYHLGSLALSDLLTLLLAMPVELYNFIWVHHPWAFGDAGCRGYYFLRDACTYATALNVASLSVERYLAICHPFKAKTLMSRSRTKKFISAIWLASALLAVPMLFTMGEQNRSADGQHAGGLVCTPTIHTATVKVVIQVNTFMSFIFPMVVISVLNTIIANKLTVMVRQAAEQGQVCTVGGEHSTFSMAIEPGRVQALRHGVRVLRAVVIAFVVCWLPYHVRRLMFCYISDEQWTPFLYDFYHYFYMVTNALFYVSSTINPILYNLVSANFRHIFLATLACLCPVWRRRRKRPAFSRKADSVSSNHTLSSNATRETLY
GPR35 antagonists: inhibition of zaprinast-stimulated GPR35 beta-arrestin translocation – imaging, U2OS, beta-arrestin-GFP, zaprinast agonist, primary screen (AID 2058) | 0.052% of 290,000 active | U2OS GPR35 beta-arrestin-GFP translocation imaging, zaprinast antagonism; higher % means a stronger effect | inhibition, % at 10 µM; hits with a dose series show IC50 in µM;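 active = inhibition of at least 50% with at least 30 cells and total cytoplasm GFP at most 10,000,000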
LYP inhibition: inhibitors of LYP phosphatase, biochemical, fluorescence intensity, uHTS (AID 1779); recombinant LYP phosphatase, fluorescence intensity; higher % means a stronger effect; inhibition, % at 11.5 µM, or IC50 in µM where a hit was titrated; 0.054% of 290,000 active; in the data active = inhibition above about 50%;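 also: plate controls were vehicle with enzyme for no effect and no enzyme for full effect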
GPR55 LPI antagonism: GPR55 antagonists blocking LPI-driven arrestin recruitment, primary screen, imaging, U2OS, beta-arrestin-GFP, LPI agonist (AID 2013); U2OS GPR55 beta-arrestin-GFP translocation imaging, LPI antagonism; higher % means a stronger effect; inhibition, % at 10 µM; hits with a dose series show IC50 in µM; 0.13% of 290,000 active;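 active = spots per cell inhibited over 60%, with over 100 cells counted and total cytoplasm intensity under 500,000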;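 also: U2OS cells stably carrying GPR55 and arrestin-GFP stimulated by 5 µM LPI near EC80; imaged beta-arrestin-GFP aggregate spots per cell after agonist stimulation; plate controls were LPI-stimulated DMSO wells for no effect and DMSO wells without LPI for full effect; some results filed as inactive read as strong as hits; confirmed hits need IC50 under 10 µM and bright autofluorescent wells are also inconclusive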
GPR55 activation: selective activators of receptor GPR55 – imaging, U2OS cells, beta-arrestin-GFP redistribution, primary screen (AID 1961); one-dose activation, % at 10 µM; EC50 in µM for titrated hits; 0.048% of 290,000 active; U2OS GPR55 beta-arrestin-GFP redistribution imaging; higher % means a stronger effect;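 active = activation above 40% with more than 50 cells counted in the well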;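 also: U2OS osteosarcoma cells stably expressing GPR55 and beta-arrestin-GFP; plate controls were DMSO negative control for no effect and LPI positive control for full effect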
Hep lipid drop cells 6.5 µM: also measured in Hep lipid drop; calls as there; cell count; measured here: cell count, cytotoxicity flag;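 cells counted across two imaged fields per well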
T cell HTS vesicle-bound %: also measured in T cell HTS; calls as there; double positive events, %; measured here: CD8+ vesicle-bound cell fraction;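 binding gate set so that unloaded-vesicle control wells show 10% double positive cells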
NTR1 ag cell count 20 µM: second read-out of NTR1 ag, no call of its own (marks repeat the call); cell count; measured here: cell count, cytotoxicity flag
* marks the source's active call; other numbers are inactive results; i = inactive; . = no result given.

SMILES,Hep lipid drop cells 6.5 µM,T cell HTS vesicle-bound %,MgcRacGAP inhibition,NTR1 ag,NTR1 ag cell count 20 µM,GPR35 antagonists,GPR55 LPI antagonism,LYP inhibition,Hep lipid drop,GPR55 activation,SV40 large T antigen,T cell HTS
CC(Sc1nnc(-c2ccc(Cl)cc2Cl)n1Cc1ccccc1)C(=O)Nc1nccs1 (centres undefined),.,12,8%,2.8,87,0%,24%,1%,.,-0.1%,4%,i
Cc1ccccc1C(=O)N=c1ccn(-c2nc3ccccc3nc2NS(=O)(=O)c2ccc(F)cc2)cc1,684,20,5%,-0.3,40,-13%,12%,1%,22,0.6%,7%,i
CCOc1ncccc1C(=O)Nc1cccc(C(=O)Nc2cccc(S(=O)(=O)CCO)c2)c1,.,5,7%,1.6,78,-2%,7%,-7%,.,0.4%,14%,i
Cc1oc(-c2ccccc2)nc1CS(=O)CC(=O)N1CCc2ccccc2C1 (centres undefined),.,66,5%,3.8,65,16%,4%,-4%,.,-0.1%,7%,i
Cc1cc(C(=O)N2CCC(Cc3ccccc3)CC2)ccc1[N+](=O)[O-],.,53,1%,-1.1,50,2%,.,0%,.,0.2%,0%,i
CCN1C(=O)N[C@@H](CCc2ccccc2)[C@@H](C(=O)OC)[C@H]1C,.,19,6%,2.0,85,-16%,-2%,-8%,.,-0.2%,23%,i
O=C(CSc1nnc(-c2ccccc2O)o1)Oc1ccc(OCc2ccccc2)cc1,.,14,3%,-0.5,83,9%,10%,-1%,.,-0.2%,4%,i
COc1ccc(N(C(=O)c2cnccn2)C(C(=O)NC2CCCCC2)c2ccccc2)cc1 (centres undefined),735,24,6%,1.1,50,-8%,-7%,-7%,18,-0.1%,13%,i
Cc1onc(-c2ccccc2)c1C1=N/C(=C\c2ccccc2F)C(=O)O1,690,45,12%,0.6,77,2%,-5%,-3%,6,0.1%,10%,i
O=C(COc1ccccc1)N1CCN(c2ccccc2)CC1,669,60,15%,1.8,73,5%,-1%,-9%,8,0.7%,6%,i
CCCN1C(=O)/C(=C2\SC(N3CCCCC3)=NC2=O)c2ccccc21,.,21,9%,0.4,76,17%,5%,0%,.,-0.1%,10%,i
CNC(=O)COC(=O)c1ccc(Cl)c(S(N)(=O)=O)c1,731,35,2%,1.2,74,6%,-8%,-13%,-5,-0.1%,.,i
Cn1cc(CN2CCC(C(=O)Nc3ccc(Oc4ccccc4F)cc3)CC2)cn1,674,10,-1%,-0.5,66,3%,9%,-5%,6,0.1%,11%,i
O=C(C1CCN(c2nnc(-n3cccc3)s2)CC1)N1CCCCC1,753,44,13%,0.1,59,-4%,-4%,-3%,-2,-0.3%,6%,i
CCOC(=O)C1(Cc2ccccc2C(F)(F)F)CCN(C2CCN(C(C)=O)CC2)CC1,692,17,4%,-1.1,33,9%,5%,-5%,-5,0.3%,6%,i

Next part
SMILES,Hep lipid drop cells 6.5 µM,T cell HTS vesicle-bound %,MgcRacGAP inhibition,NTR1 ag,NTR1 ag cell count 20 µM,GPR35 antagonists,GPR55 LPI antagonism,LYP inhibition,Hep lipid drop,GPR55 activation,SV40 large T antigen,T cell HTS
O=C(c1cc(-c2ccccc2Cl)nc2ccccc12)N1CCOCC1,838,7,6%,-0.7,45,10%,2%,-1%,-2,-0.2%,14%,i
O=C(Cc1c[nH]c2ccccc12)N/N=C/c1ccc(F)cc1,590,17,8%,3.1,80,-2%,-8%,-2%,-8,0.7%,-3%,i
CC1CCCN(C(=O)COC(=O)CNC(=O)c2ccc(Br)cc2)C1 (centres undefined),.,40,7%,1.3,66,.,.,.,.,.,24%,i
CCn1c2ccccc2c2cc(NC(=O)C(=O)NCC3CCCO3)ccc21 (centres undefined),651,41,-5%,1.4,54,3%,-6%,-4%,-6,0.7%,16%,i
CC(=O)Nc1ccc(S(=O)(=O)N2CCSC2c2ccc(C)cc2)cc1 (centres undefined),.,32,0%,-2.4,93,6%,2%,1%,.,-0.2%,14%,i
COC(=O)c1[nH]c2cccc(C)c2c1NC(=O)CN1CCN(c2ccccc2OC)CC1,.,29,6%,0.1,58,24%,3%,-4%,.,-0.2%,24%,i
CC1(C)C=C(c2ccc(C=O)s2)CC(C)(C)N1C=O,739,42,12%,-0.1,40,-10%,4%,0%,-3,-0.2%,5%,i
CSc1ccc(/C=C/c2cc(=O)c3ccccc3[nH]2)cc1,641,48,5%,-0.5,61,-1%,-4%,0%,-2,0.2%,4%,i
NC(=O)CNC(=O)[C@@H]1CC2(CC(c3cccc(Br)c3)=NO2)CN1C(=O)c1ccc(Br)cc1 (some centres undefined),.,54,11%,3.8,88,4%,-2%,0%,.,-0.3%,11%,i
Cc1ccc(S(=O)(=O)CCC(=O)OCC(=O)N2c3ccccc3CC2C)cc1 (centres undefined),.,53,5%,-0.6,89,.,.,.,.,.,0%,i
COc1ccc(N2CCN(C(=O)CCCn3nnnc3CN3CCOCC3)C(C)C2)cc1 (centres undefined),783,37,150µM*,-0.7,69,-7%,-2%,-12%,-1,0.2%,28%,i
CC1=C(C(=O)N2CCOCC2)C(c2ccccc2F)C2=C(CCCC2=O)N1 (centres undefined),633,24,-1%,-0.6,53,-10%,11%,-4%,2,0.2%,5%,i
Cc1cccc(C(C(N)=O)c2ncc(C(F)(F)F)cc2Cl)c1 (centres undefined),687,58,2%,0.2,35,4%,15%,-9%,3,-0.1%,9%,i
COc1ccc(NC(=S)N(C)CC2COc3ccccc3O2)cc1 (centres undefined),666,25,4%,1.2,37,5%,3%,-8%,-2,0.1%,6%,i
C=CCn1c(SCc2csc(C)n2)nc2sc3c(c2c1=O)CCC(C)C3 (centres undefined),690,46,6%,13,76,-19%,12%,0%,-5,0.3%,2%,i

Going on with the list:
SMILES,Hep lipid drop cells 6.5 µM,T cell HTS vesicle-bound %,MgcRacGAP inhibition,NTR1 ag,NTR1 ag cell count 20 µM,GPR35 antagonists,GPR55 LPI antagonism,LYP inhibition,Hep lipid drop,GPR55 activation,SV40 large T antigen,T cell HTS
CCOc1cc(S(=O)(=O)N2CC=C(c3ccc(F)cc3)CC2)c(OCC)cc1-n1cnnn1,.,35,3%,0.8,45,3%,2%,9%,.,-0.2%,0%,i
O=C(C1CCN(S(=O)(=O)c2ccc(Cl)cc2)CC1)N1CCCC1,799,17,2%,-0.5,38,-4%,4%,-6%,-7,0.3%,4%,i
COc1cccc(OCCNc2cc(Cl)ccc2[N+](=O)[O-])c1,656,22,-1%,1.8,46,-3%,-6%,2%,-10,-0.3%,8%,i
Fc1cccc(Cl)c1CSc1nnc(CN2CCOCC2)n1-c1ccccc1,.,56,14%,-1.6,46,-2%,3%,-7%,.,-0.1%,11%,i
CC(C(=O)c1ccc(-c2ccccc2)cc1)[n+]1ccccc1 (centres undefined),.,54,10%,-2.2,48,14%,1%,-3%,.,0.3%,8%,i
CC(C)(C)c1ccc(CNC(=O)c2ccc3c(c2)NC(=O)CO3)cc1,678,49,6%,3.3,62,10%,-2%,0%,2,0.6%,6%,i
CCn1c(SCC(=O)Nc2ccc(C)cc2)nnc1-c1ccccn1,750,21,13%,0.8,62,9%,-2%,-16%,2,-0.1%,5%,i
COc1ccc2[nH]c(=O)c(CNc3ccccc3)cc2c1,.,54,10%,-0.8,49,-13%,-5%,3%,.,-0.2%,18%,i
CCN(Cc1ccccc1)C(=O)c1cc(S(=O)(=O)N2CCOCC2)cn1C,703,25,15%,-3.4,51,-1%,-19%,-5%,0,-0.1%,-1%,i
Cc1[nH]c(C)c(S(=O)(=O)N(C)Cc2ccccc2)c1C(=O)N1CCCCC1,713,46,5%,0.1,51,14%,11%,-12%,8,0.5%,7%,i
CCn1c(COc2ccc3ccccc3c2C)nnc1SCC(=O)Nc1cccc(C(=O)O)c1,688,73,4%,-1.0,65,12%,11%,-4%,-13,-0.1%,-6%,i
CCCCCCCCS(=O)C1CCS(=O)(=O)C1 (centres undefined),.,28,9%,0.0,44,2%,15%,-4%,.,-0.2%,1%,i
Cc1cc(=O)oc2c3c(ccc12)OC/C3=N/N,722,7,9%,0.9,59,-5%,-2%,-5%,-3,0.3%,2%,i
O=c1sc(Nc2ccccc2)nc2ccsc12,740,28,14%,0.8,115,-5%,-4%,-7%,-1,-0.1%,11%,i
COc1ccc(C(=O)N/N=C/C(C)c2ccccc2)cc1OC (centres undefined),.,44,2%,-5.4,80,-1%,-10%,-9%,.,0.0%,5%,i
COC(=O)C1CCN(C(=O)COC(=O)Cc2c[nH]c3ccccc23)CC1,.,49,-4%,1.0,45,12%,-7%,-10%,.,-0.2%,2%,i
